TrxR1 inh – qHTS Assay for Inhibitors of Mammalian Selenoprotein Thioredoxin Reductase 1 (TrxR1): qHTS. recombinant rTrxR1, NADPH fluorescence consumption, selenite substrate. Potency, µM (highest dose often 114 µM), for the others: at the top dose activity change, negative = inhibition, actives largely listed as inhibitors. 1% of 390,000 active. AID 588453, 2011; also: potency is read from the fitted curve at half-maximal effect; % is scaled to controls: 0 for no effect and ±100 for the full control effect; nearly all actives have a fitted effect of over 65% in size
Target sequence (O89049 whole entry, looked up): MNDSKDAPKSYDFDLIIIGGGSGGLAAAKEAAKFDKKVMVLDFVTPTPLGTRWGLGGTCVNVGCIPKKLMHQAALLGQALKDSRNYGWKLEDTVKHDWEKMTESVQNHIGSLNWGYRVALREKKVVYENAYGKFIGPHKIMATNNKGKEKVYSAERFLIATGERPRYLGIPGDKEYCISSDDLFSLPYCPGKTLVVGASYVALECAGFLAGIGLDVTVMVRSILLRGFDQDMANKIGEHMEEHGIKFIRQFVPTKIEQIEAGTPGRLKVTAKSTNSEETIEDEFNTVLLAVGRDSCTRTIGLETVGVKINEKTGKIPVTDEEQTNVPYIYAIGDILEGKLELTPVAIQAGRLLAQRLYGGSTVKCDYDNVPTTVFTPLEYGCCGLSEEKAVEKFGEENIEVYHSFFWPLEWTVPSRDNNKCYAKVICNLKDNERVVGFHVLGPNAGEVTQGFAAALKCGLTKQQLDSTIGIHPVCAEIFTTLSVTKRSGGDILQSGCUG
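Rat TrxR1 (90 nM in the dispensed reagent) was pre-reduced with 400 uM NADPH for 5 min at room temperature, then incubated with compound for 15 min. After 400 uM selenite was added, NADPH fluorescence (Ex 340/Em 450 nm) was followed for 8 min.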
PI4K2A inh – qHTS for small molecular inhibitors of PI4K2A; purified PI4K2A, ADP-Glo luminescence, 1 h; hits give low values; activity change, negative = inhibition, % at 76.9 µM; 0.13% of 420,000 active; AID 1346378, 2018; in the data active = activity change below about -50%; inconclusive = mostly about -30% to -49%;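 also: -100% = wells without enzyme as full effect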
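Compounds are screened against recombinant PI4K2A using PI as substrate and ATP, the latter dispensed at 300 microM. Reactions run one hour at ambient temperature before ADP-Glo detection; full inhibition defined by wells lacking enzyme.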
TRHR agonist – qHTS for Small Molecule Agonists and Allosteric Enhancers of Human TRH Receptor: Primary Screen for Agonists. Thyrotropin-releasing hormone receptor (Homo sapiens), P34981. TRHR cells, calcium flux fluo-8, FDSS agonist mode. activation, % at 2 µM. 0.18% of 360,000 active. AID 493084, 2011; in the data active = activation above about 30%; also: 0% is about no effect
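Read-out: compound-evoked intracellular calcium rise in TRHR cells, fluo-8 dye, kinetic FDSS fluorescence at 1 s/cycle following a 10-cycle baseline. Cells cultured overnight before dye loading (30 min–1.5 h, RT).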
USP1 inh – Inhibitors of USP1/UAF1: Primary Screen; Ubiquitin carboxyl-terminal hydrolase 1 (Homo sapiens), O94782; recombinant USP1/UAF1, Ub-Rhodamine cleavage fluorescence; Potency, µM (series often up to 57.1 µM), for the others: at the highest dose activity change, negative = inhibition, usual class: inhibitors; 0.23% of 390,000 active; AID 743255, 2014; also: potency is read from the fitted curve at half-maximal effect; % is scaled to controls: 0 for no effect and ±100 for the full control effect; nearly all actives have a fitted effect of over 60% in size; inactives centre near -12
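In this screen, compounds sit with the deubiquitinase complex (1nM) for 15 min at room temperature before Ub-Rho is added at 150nM final. Fluorescence rise is then followed for 6 reads every 60 seconds.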
TrxR1 substrate – qHTS Assay for Substrates of Mammalian Selenoprotein Thioredoxin Reductase 1 (TrxR1): qHTS. AID 588456, 2011. 0.01% of 390,000 active. purified TrxR1 substrate turnover, NADPH consumption readout. Thioredoxin reductase 1, cytoplasmic (Rattus norvegicus), O89049. Potency, µM (series often up to 114 µM), for inactives: top-dose activity change, negative = substrate turnover; also: potency is read from the fitted curve at half-maximal effect; % is scaled to controls: 0 for no effect and ±100 for the full control effect; nearly all actives have a fitted effect of over 50% in size
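Rat TrxR1, dispensed at 90 nM, was prereduced with 400 uM NADPH (final) for 5 min at ~22 deg C, then incubated with compound 15 min before 400 uM selenite. A first-read NADPH fluorescence drop versus no-compound background flagged substrates.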
mIDH1 inhibitor – qHTS for Inhibitors of mutant isocitrate dehydrogenase 1 (IDH1): qHTS; Isocitrate dehydrogenase [NADP] cytoplasmic (Homo sapiens), O75874; IDH1-R132H enzyme, NADPH consumption, diaphorase/resazurin fluorescence; Potency, µM (titrated, usually from 76.6 µM), without a hit: at the top dose activity change, negative = inhibition, usual class: inhibitors; 0.093% of 390,000 active; AID 602179, 2012; also: potency is read from the fitted curve at half-maximal effect; % is scaled to controls: 0 for no effect and ±100 for the full control effect; nearly all actives have a fitted effect of over 65% in size
Target sequence (O75874 whole entry R132H, stated change not applied): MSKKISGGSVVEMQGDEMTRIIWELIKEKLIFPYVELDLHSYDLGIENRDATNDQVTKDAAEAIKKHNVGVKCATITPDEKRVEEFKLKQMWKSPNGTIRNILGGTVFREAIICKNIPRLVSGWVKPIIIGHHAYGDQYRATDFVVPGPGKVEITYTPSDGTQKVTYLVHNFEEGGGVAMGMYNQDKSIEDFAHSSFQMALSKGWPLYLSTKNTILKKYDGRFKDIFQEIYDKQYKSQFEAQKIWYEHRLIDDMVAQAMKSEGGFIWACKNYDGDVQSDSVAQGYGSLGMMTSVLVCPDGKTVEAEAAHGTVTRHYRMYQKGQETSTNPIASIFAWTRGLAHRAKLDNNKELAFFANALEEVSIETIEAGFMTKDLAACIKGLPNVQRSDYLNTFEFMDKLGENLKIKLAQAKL
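IDH1-R132H (0.5 ug/mL) preincubated 30 min with compound, then NADPH (0.016 mM) and alpha-KG (2 mM) added; 80 min at RT, pH 7.5. Remaining NADPH coupled via diaphorase/resazurin to fluorescence (540/590 nm); concentration-response curves normalized to no-enzyme control.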
TRHR PAM – qHTS for Small Molecule Agonists and Allosteric Enhancers of Human TRH Receptor: Primary Screen for Enhancers | Thyrotropin-releasing hormone receptor (Homo sapiens), P34981 | TRHR cells, fluo-8 calcium fluorescence, EC20 TRH enhancement | enhancement, % at 2 µM | 0.66% of 360,000 active | AID 493056, 2011; in the data active = enhancement above about 30%; also: 0% is about no effect
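Enhancer read-out: after compound pinning and an initial kinetic agonist-mode read, an EC20 of TRH (10 nM final) was injected and fluo-8 calcium signal (Ex 480/Em 530) followed at 1 s/cycle for 100 cycles in TRHR-expressing cells.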
D2 antagonist – HTS Assay for Allosteric Antagonists of the Human D2 Dopamine Receptor: Primary Screen for Antagonists. D(2) dopamine receptor (Homo sapiens), P14416. HEK293 TREx D2 cells, calcium flux, dopamine EC80. inhibition, % at 10 µM. 2% of 340,000 active; in the data active = inhibition above about 30%; also: 0% is about no effect
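Calcium flux kinetic readout in an inducible HEK293 TREx D2 line plated overnight at 30 C. After 180 s compound exposure, an EC80 dopamine challenge follows with another 180 s kinetic read to detect antagonism.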
D2 ag – HTS Assay for Allosteric Agonists of the Human D2 Dopamine Receptor: Primary Screen for Agonists | HEK293 T-REx D2 cells, calcium flux agonist mode | activation, % at 2 µM | 0.53% of 340,000 active;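 active = activation over 3 SD above normal in the single-dose calcium agonist read, cut at about 30% in these data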; also: 0% is about no effect
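HEK293 Trex D2 cells, tetracycline-induced, o/n 30 C 5% CO2; no-wash Ca dye, RT 30–90 min; 10-cycle baseline, 23 nl cpd added, kinetic Ca read 180 s; agonist hits = positive Ca response.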
Numbers without * were called inactive; ? = inconclusive; . = no result given; [ ] = another dose, or the depositor's remark. Unless noted, calls follow the shape of the dose curve; as a rule, active = well fitted inhibition curve with a large enough effect; inconclusive = small, poorly fitted or top-dose-only effect; inactive = no such curve, though single readings can be large or run the other way.

1: Cc1oc(=O)c(NC(=O)c2ccccc2)cc1C(C)O (stereo unspecified)
2: CCn1c(N2CCN(C(=O)/C=C/c3ccccc3)CC2)nc2ccccc21
3: CCOC(=O)C1Nc2c(cc(C(F)(F)F)cc2[N+](=O)[O-])C2c3ccccc3CC12 (stereo unspecified)
4: CC(NC(=O)c1ccc2c(c1)CCN2S(C)(=O)=O)c1ccccc1 (stereo unspecified)
5: COc1ccc2nc(C)[nH]c(=O)c2c1
6: Cc1ccc(C)c(S(=O)(=O)N2CCN(C(=O)c3ccccc3Cc3ccccc3)CC2)c1
7: Cc1ccc2nc(SC(C)C(=O)N3CCOCC3)[nH]c2c1 (stereo unspecified)
8: Cc1cccc(NC(=O)c2ccccc2NC(=O)c2ccccc2)n1

| assay / entry | 1 | 2 | 3 | 4 | 5 | 6 | 7 | 8 |
| --- | --- | --- | --- | --- | --- | --- | --- | --- |
| TrxR1 inh | -8% | ? | 6%[57.1 µM] | 14% | -8% | 4%[57.1 µM] | 25%[57.1 µM] | 17% |
| PI4K2A inh | -3 | 4 | 1 | 1 | -1 | -2 | 1 | 0 |
| TRHR agonist | 2.2 | -1.8 | . | 0.2 | 0.1 | -0.1 | -0.6 | -0.2 |
| USP1 inh | -3% | -13% | 11% | -10% | 0% | -17% | -20% | -20% |
| TrxR1 substrate | -9% | -2% | 1%[57.1 µM] | -2% | 3% | -3%[57.1 µM] | 5%[57.1 µM] | 2% |
| mIDH1 inhibitor | -2% | -6% | -3% | 0% | 4% | 3% | 5% | -3% |
| TRHR PAM | -5 | 0 | . | 0 | 1 | 0 | 18 | -6 |
| D2 antagonist | 12 | -4 | . | . | -2 | -4 | 2 | -11 |
| D2 ag | 0.1 | -1.4 | . | -0.1 | 0.5 | 0.4 | 0.3 | 1.3 |

Just D2 antagonist, USP1 inh and TRHR PAM, for 2 of the compounds above:
# | structure | D2 antagonist | USP1 inh | TRHR PAM
4 | CC(NC(=O)c1ccc2c(c1)CCN2S(C)(=O)=O)c1ccccc1 (stereo unspecified) | . | -10% | 0
1 | Cc1oc(=O)c(NC(=O)c2ccccc2)cc1C(C)O (stereo unspecified) | 12 | -3% | -5

(list continues)
9: CCN(CC)C(=O)C1CCN(S(=O)(=O)c2ccc(C3CNC(=O)C3)cc2)CC1 (stereo unspecified)
10: Cc1nc2sccn2c1-c1csc(NCc2ccccc2)n1
11: c1ccc(Cn2nnc(-c3ccccc3)n2)cc1
12: O=C(CSc1ncnc2c1nnn2-c1ccc(F)cc1)NCc1ccco1
13: O=C(NCc1cccnc1)Nc1cccc(Cl)c1
14: O=C(CN(CC1CCCO1)C(=O)CNS(=O)(=O)c1ccc(F)cc1)NCCc1ccccc1 (stereo unspecified)
15: COc1ccc(C)cc1NC(=O)c1sc2nc(C)nc(N3CCOCC3)c2c1C
16: Cc1cc(C)nc(N/N=C/c2cccc(Cl)c2)n1

| assay / entry | 9 | 10 | 11 | 12 | 13 | 14 | 15 | 16 |
| --- | --- | --- | --- | --- | --- | --- | --- | --- |
| TrxR1 inh | 17%[57.1 µM] | 3% | 36%[57.1 µM] | ? | 25%[11.4 µM] | 15% | 41%[activator] | 8% |
| PI4K2A inh | -2 | -1 | -7 | -20 | 4 | -3 | -3 | 2 |
| TRHR agonist | 0.3 | -1.3 | -0.3 | -0.7 | -0.1 | 0.5 | 0.1 | -0.7 |
| USP1 inh | -19% | 4% | -13% | -27% | 2% | ? | -17% | 3% |
| TrxR1 substrate | 9%[57.1 µM] | 5% | 12%[57.1 µM] | 0% | -1% | 4% | 81%[activator] | -10% |
| mIDH1 inhibitor | -8% | -7% | 0% | 1% | 2% | 6% | -1% | 4% |
| TRHR PAM | 1 | 7 | -5 | -1 | 0 | 1 | -5 | 3 |
| D2 antagonist | 6 | -9 | -3 | 2 | -6 | . | -9 | 2 |
| D2 ag | 0.0 | -0.1 | 0.1 | 0.5 | -1.0 | . | -0.3 | -0.5 |

The list continues:
Sequence of screens – TrxR1 inh, PI4K2A inh, TRHR agonist, USP1 inh, TrxR1 substrate, mIDH1 inhibitor, TRHR PAM, D2 antagonist, D2 ag
[17] CCOCCCn1c(C)nc2c(c1=O)c1nc3ccccc3nc1n2-c1ccc(C)cc1
→ -12%, -1, 0.1, -8%, -3%, 7%, 18, -24, 0.4
[18] CCOc1cc(/C=C2\SC(=S)N(NC(=O)c3cccnc3)C2=O)ccc1O
→ 1%, -18, 8.3, -15%, -8%, -25%, -4, 8, 3.0
[19] NS(=O)(=O)c1ccc(NC(=O)COC(=O)c2ccco2)cc1
→ 19%, 6, 1.2, -9%, -1%, 2%, 1, 38*, -0.1
[20] O=C(CSc1ccc2c(c1)OCCO2)NCc1ccccc1
→ 15%, 2, 1.5, -18%, 3%, 12%, 4, 11, -0.2
[21] CC(=O)Nc1ccc(NC(=O)c2ccccc2C)cc1
→ 15%[57.1 µM], -9, -0.4, 1%, 0%[57.1 µM], 0%, 2, 20, 1.0
[22] COc1ccc2[nH]c3c(c2c1)CCN1C(=O)C(CC(=O)NCCC2=CCCCC2)C[C@H](C(=O)N2CCOCC2)[C@@]31CCC1CCCC1 (stereo partly specified)
→ 5%, 2, ., -21%, 3%, 7%, ., ., .
[23] Nc1ccc(Nc2ccccc2)cc1
→ -15%, -20, -0.1, -18%, -1%, 6%, 7, -10, 0.0
[24] Cc1ccc(-c2csc3nc(SCC(=O)Nc4ccc(Cl)c(C(=O)O)c4)[nH]c(=O)c23)cc1
→ 14%, -7, -0.3, -19%, 0%, -11%, -4, 2, 0.3
[25] Cc1cccc(N2CCN(C(=O)CCS(=O)(=O)c3ccc(Br)cc3)CC2C)c1 (stereo unspecified)
→ 13%[57.1 µM], -3, -2.0, 5%, -6%[57.1 µM], 11%, -5, ., .
[26] C/C(Cc1ccccc1)=N\NC(=O)CNC(=O)c1cccc(Br)c1
→ 7%[57.1 µM], 0, -0.2, -6%, 6%, 0%, -2, -2, 0.9
[27] O=C(CCC(=O)Nc1ccc(F)cc1)N/N=C/c1ccncc1
→ 28%[57.1 µM], 2, 0.2, -1%, 13%[57.1 µM], 5%, 2, 4, 0.2
[28] O=C(NCc1ccc2c(c1)OCO2)C(=O)Nc1cc2c3c(c1)CC(=O)N3CCC2
→ -13%, 0, -0.3, -3%, -16%, -3%, 6, -8, -0.3
[29] Cc1cc(C)nc(NCCC(=O)O)n1
→ 23%[57.1 µM], 2, 0.8, -15%, 12%, 16%, 1, ., .
[30] Cc1c(/C=N\NC(=O)c2c[nH]c3ccccc23)cnn1C
→ 18%, -1, 1.0, -8%, -3%, -1%, 0, -36, 0.4
[31] CC(C)(C)c1cn(-c2ccc(F)cc2)c(=S)[nH]1
→ -1%, -1, 0.0, -9%, 2%, 8%, 13, -9, 0.9
[32] CCOC(=O)C1CN(S(=O)(=O)c2ccc(C)cc2)CCN1S(=O)(=O)c1ccc(C)cc1 (stereo unspecified)
→ 4%, -1, 1.0, -2%, 3%, 4%, 0, 9, 1.0
[33] CCOc1ccccc1NC(=O)Nc1c(C)n(-c2ccccc2)c(=O)n1C
→ 29%, -5, 0.9, -10%, 6%, 10%, 4, 0, -0.1
[34] S=C(NC1CCCC1)NN1CCOCC1
→ 13%, 1, 0.8, -15%, 2%, 0%, -3, -20, -0.1
[35] CCN(CC)CCNC(=O)c1ccc(NC(=O)COc2ccccc2F)cc1
→ 12%, -1, 1.1, -7%, 1%, 5%, 0, 11, 1.9
[36] O=c1c2ccccc2ncn1/N=C/c1ccccc1
→ 12%, -11, -0.1, -7%, 0%, 5%, 13, -2, 0.5
[37] COC(=O)CSc1nnc(-c2ccccc2OC)o1
→ -4%, 0, 0.2, -9%, -8%, 0%, 6, 8, 0.5
[38] Cc1ccc(-c2nnn(CC(=O)Nc3ccccc3N3CCOCC3)n2)cc1
→ 9%, -2, -0.1, -8%, -4%, -2%, 8, -4, 0.2
[39] CCCC(=O)Nc1cccc(-c2nc3ncccc3o2)c1
→ -1%, -1, 5.9, ?, 54%[activator], 10%, 6, ., 4.0
[40] CCc1ccccc1N(CC(=O)NCc1ccco1)C(=O)CCC(=O)Nc1nccs1
→ 31%, -2, 1.1, -12%, 9%, 0%, -1, -1, 1.0

Records listed above that bear a hit mark in D2 antagonist.
entry | smiles | TrxR1 inh | PI4K2A inh | TRHR agonist | USP1 inh | TrxR1 substrate | TRHR PAM | D2 antagonist
19 | NS(=O)(=O)c1ccc(NC(=O)COC(=O)c2ccco2)cc1 | 19% | 6 | 1.2 | -9% | -1% | 1 | 38*

Some of the entries so far, as a markdown table.
| item | mol | TrxR1 inh | PI4K2A inh | TRHR agonist | USP1 inh | TrxR1 substrate | mIDH1 inhibitor | TRHR PAM | D2 antagonist | D2 ag |
| --- | --- | --- | --- | --- | --- | --- | --- | --- | --- | --- |
| 33 | CCOc1ccccc1NC(=O)Nc1c(C)n(-c2ccccc2)c(=O)n1C | 29% | -5 | 0.9 | -10% | 6% | 10% | 4 | 0 | -0.1 |
| 9 | CCN(CC)C(=O)C1CCN(S(=O)(=O)c2ccc(C3CNC(=O)C3)cc2)CC1 (stereo unspecified) | 17%[57.1 µM] | -2 | 0.3 | -19% | 9%[57.1 µM] | -8% | 1 | 6 | 0.0 |
